HTR5A ag ctr = activates human HTR5A in OPRM1-OPRD1 agonist counter-screen; activation, % at 9.3 µM; P47898; HTR5A agonist assay, luminescence, cell-based; actives 0.61% (n = 340,000); AID 504692; in the data active means activation mostly above about 9.5%, no sharp cut-off; inactive means mostly below about 7.6%;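 further: 0% = cells with vehicle only and 100% = reference agonist; strong numbers were not always called active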
Target sequence (P47898 whole entry, looked up): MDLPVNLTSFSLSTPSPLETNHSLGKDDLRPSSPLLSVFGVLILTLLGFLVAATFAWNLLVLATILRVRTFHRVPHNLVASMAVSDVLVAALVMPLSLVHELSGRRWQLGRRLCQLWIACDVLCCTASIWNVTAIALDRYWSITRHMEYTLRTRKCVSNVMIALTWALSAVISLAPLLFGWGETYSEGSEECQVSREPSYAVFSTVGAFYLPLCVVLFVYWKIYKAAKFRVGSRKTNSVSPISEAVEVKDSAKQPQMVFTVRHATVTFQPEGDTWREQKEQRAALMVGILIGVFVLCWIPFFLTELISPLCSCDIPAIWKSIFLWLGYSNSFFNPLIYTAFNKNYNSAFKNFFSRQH
cardiac RTF act = cardiac RTF calcium sensitization; P19429+P45379; IANBD-labeled TnC RTF fluorescence at EC20 calcium; 0% EC20 calcium, 100% full calcium; activation, % at 7.2 µM; actives 0.24% (n = 340,000);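 active means activation above the mean over all tested compounds plus 3 SD, cut at about 30% in these data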;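 further: rise in fluorescence read as greater calcium sensitivity of cardiac thin filaments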
V-ATPase pH = yeast V-ATPase proton transport regulation by pHLuorin; response, % at 10 µM; actives 0.37% (n = 350,000); S. cerevisiae, pHLuorin cytosolic pH fluorescence; AID 504577; in the data active means response mostly above about 7.3%, no sharp cut-off; inactive means mostly below about 5.4%; further: actives read high; inactives centre near 0; some compounds called inactive have numbers as strong as hits; reference of the scale not given here
Keap1-Nrf2 PPI = disrupts human Keap1 binding to Nrf2 peptide | Keap1 Kelch-Nrf2 peptide fluorescence polarization, 1536-well | inhibition, % at 9.4 µM | actives 0.15% (n = 340,000); in the data active means inhibition above about 12%;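 further: human Keap1 Kelch domain with fluorescein labeled Nrf2 9mer peptide probe; 0% = neutral control wells and 100% = peptide positive control; higher means more block of Keap1 binding to Nrf2 peptide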
Target sequence (Q14145 whole entry, looked up, the tested form may be a part): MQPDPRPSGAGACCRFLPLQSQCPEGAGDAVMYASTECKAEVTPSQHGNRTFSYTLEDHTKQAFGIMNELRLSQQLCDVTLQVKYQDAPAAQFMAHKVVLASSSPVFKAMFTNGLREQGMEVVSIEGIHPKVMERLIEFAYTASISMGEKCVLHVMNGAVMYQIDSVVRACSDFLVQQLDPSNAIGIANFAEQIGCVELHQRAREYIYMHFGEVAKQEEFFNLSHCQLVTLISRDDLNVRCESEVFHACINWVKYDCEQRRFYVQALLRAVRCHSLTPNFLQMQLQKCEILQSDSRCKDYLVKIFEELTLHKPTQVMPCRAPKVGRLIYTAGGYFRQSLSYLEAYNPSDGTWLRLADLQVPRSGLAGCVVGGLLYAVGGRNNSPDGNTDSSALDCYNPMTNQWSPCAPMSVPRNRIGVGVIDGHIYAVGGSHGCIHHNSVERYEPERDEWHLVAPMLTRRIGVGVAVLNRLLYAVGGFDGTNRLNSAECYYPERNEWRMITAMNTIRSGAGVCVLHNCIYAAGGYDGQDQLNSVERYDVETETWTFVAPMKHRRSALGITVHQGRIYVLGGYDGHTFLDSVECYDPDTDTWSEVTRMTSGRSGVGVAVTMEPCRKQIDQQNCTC
RTF Ca sens inh = cardiac RTF calcium desensitization | P19429+P45379 | IANBD-labeled cardiac RTF, Ca2+ fluorescence | inhibition, % at 7.15 µM | actives 0.12% (n = 340,000);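 active means inhibition above the mean inhibition of all tested compounds plus 3 SD, cut at about 17% in these data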;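 further: assay run at fixed EC70 calcium of 1.6 mM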
HTR5A inv ag = counter-screen for OPRM1-OPRD1 inverse agonists: human HTR5A inverse agonism; inhibition, % at 9.3 µM; P47898; actives 0.083% (n = 340,000); HTR5A cell line, luminescence; AID 504634; in the data active means inhibition mostly above about 23%, no sharp cut-off; inactive means mostly below about 18%;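 further: 0% = cells with DMSO and 100% = no-cell wells with DMSO; some compounds called inactive have numbers as strong as hits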
LANA DNA inh = inhibitors of KSHV LANA C-terminal domain DNA binding. MBP-C-LANA/FAM-LBS DNA binding, fluorescence polarization. actives 0.078% (n = 340,000). inhibition, % at 9 µM. AID 504423;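 active means highest replicate inhibition at or above 60% at 9 µM, even if other replicates fall short; inactive means all replicates below 60% inhibition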;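 further: 0% = neutral control wells and 100% = 4 µM acridine orange control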
OPRM1-OPRD1 inv = mu-delta opioid heterodimer inverse agonism; P35372+P41143; cell-based MOR-DOR heterodimer luminescence; inhibition, % at 9.3 µM; actives 0.21% (n = 340,000); AID 504357; in the data active means inhibition above about 22%, passing the limit was not always enough;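 further: 0% = cells with DMSO and 100% = wells without cells with DMSO; values of inactives mirror those of a sister screen read the other way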
MOR-DOR ag = OPRM1-OPRD1 heterodimerization agonism. P35372+P41143. cells, luminescence. activation, % at 9.3 µM. actives 0.3% (n = 340,000). AID 504326; in the data active means activation above about 18%;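 further: 0% = vehicle-treated cells and 100% = reference agonist; values of inactives mirror those of a sister screen read the other way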
CAL-PDZ inh HTS = inhibitors of human CAL PDZ peptide binding. actives 0.92% (n = 300,000). AID 602252. Q9HD26. purified CAL PDZ, TMR-peptide fluorescence polarization, 1 h. inhibition, % at 24.9 µM;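 active means mean inhibition of at least 30% with at least half of replicates also reaching 30%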;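 further: 0% = DMSO neutral control and 100% = excess unlabeled competitor peptide PRC23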
Active calls of the source: *; / = no result given.

SMILES	HTR5A ag ctr	cardiac RTF act	V-ATPase pH	Keap1-Nrf2 PPI	RTF Ca sens inh	HTR5A inv ag	LANA DNA inh	OPRM1-OPRD1 inv	MOR-DOR ag	CAL-PDZ inh HTS
COc1ccc(CC(=O)Nc2ccc3c(c2)C(=O)N(CCC(=O)O)C3=O)cc1	15	4	-1	1	-5	-41	-2.5	10	-1.9	0
C=Cn1cc[n+](CC(=O)c2cc(C(C)(C)C)c(O)c(C(C)(C)C)c2)c1	1	-2	-18	-4	-5	-5	5.6	17	-3.4	-1
CCOC(=O)c1ccc(NC(=S)N(CCCN2CCN(CC)CC2)Cc2ccco2)cc1	5	0	0	/	-1	-13	/	5	-1.0	-3
CC(C)(C)c1c(Cl)c(O)c(-c2ccccc2)c(=O)n1-c1ccccc1	/	/	1	-1	/	/	-0.3	/	/	7
[N-]=[N+]=NC1c2ccccc2C(=O)N1Cc1ccccc1 (configuration not stated)	3	-2	-4	2	-5	-11	-2.7	-29	6.3	-5
COc1ccccc1CNC(=O)c1nnc(Cc2ccc(Cl)cc2)o1	0	4	2	2	-12	0	-2.0	7	-1.2	/
COCCNC(=O)CCCC(=O)NCCOC	7	-2	0	-4	-1	-23	1.1	8	-1.5	-2
Cc1ccc(SCCSc2nc(N)cc(=O)[nH]2)cc1	5	1	0	-2	-1	-43	-4.2	-2	0.4	-2
Cn1nnnc1SCC(=O)Nc1ccccc1Cc1ccccc1	1	-5	0	3	-4	13	-0.2	2	-0.3	3
COc1ccc(NC(=O)c2ccco2)cn1	-1	3	-2	6	-8	3	14	11	-1.6	-5
CCOc1ccc(CCNC(=O)c2nnn(CC(=O)Nc3ccc(OC)cc3)c2N)cc1OCC	-4	6	3	3	-3	-1	0.3	7	-1.4	-2
CC(C)CCN1CN(S(=O)(=O)c2cccs2)c2nc3ccccc3nc21	1	-10	3	0	-7	-3	-1.6	1	-0.2	-1
CN1CCS/C1=C\C=C1/SC(=S)N(CC(=O)O)C1=O	-2	268*	0	-424	-315	8	-95	19	-3.8	1
CC1CCCC(N2CCN(S(=O)(=O)c3ccccc3)CC2)C1 (configuration not stated)	4	4	2	-3	-5	-13	-1.3	-18	2.2	-4
O=C1Nc2ccc(Cl)cc2/C1=C/C1CC=CCC1 (configuration not stated)	-4	-7	8	1	-5	-6	0.1	-13	2.1	4
COCCN(C(=O)C1CCCC1)c1c(N)n(Cc2ccccc2)c(=O)[nH]c1=O	4	0	/	-6	-4	14	-0.6	8	-1.4	-1
COc1cccc(NC(=O)c2ccc3c(c2)C(=O)N(CC2CCCO2)C3=O)c1 (configuration not stated)	4	4	-2	-6	-5	-18	-0.3	8	-1.5	-3
O=C(Nc1c2c(nn1-c1ccccc1)CS(=O)(=O)C2)c1cc2ccccc2o1	-2	-4	-4	-4	2	-5	-0.3	15	-2.9	3
O=C(O)/C=C/C(=O)Nc1ccc(S(=O)(=O)Nc2nccs2)cc1	17	-1	-3	-4	14	-62	3.4	13	-2.5	-3
CCOC(=O)Nc1ccc2c(c1)N(C(=O)CCCl)c1ccccc1[S@]2=O	1	5	1	-62	-4	15	-1.6	-2	0.4	/
O=C(/C=C/c1cccc(F)c1)Nc1ccc(S(=O)(=O)Nc2ncccn2)cc1	1	-1	3	-10	3	-4	4.1	2	-0.3	-7
Cc1ccnc(NC(=O)c2ccc3c(c2)NC(=O)C(C)S3)c1 (configuration not stated)	1	-1	4	1	-4	5	1.1	8	-2.1	/
O=[N+]([O-])c1ccc(Cc2ccncc2)cc1	7	6	2	0	-6	-20	-1.6	10	-2.0	-2
O=C(/C=C/c1ccccc1[N+](=O)[O-])OCC(=O)c1ccccc1	-3	0	-2	-3	-2	1	-2.6	-1	0.2	5
COc1ccc(OC)c(CCNC(=O)Cn2cccc2C(=O)c2ccccc2C)c1	1	0	-1	2	-14	-4	0.0	0	0.1	1
COCCOc1cc(N(CC(=O)N(C)C)S(=O)(=O)c2ccccc2)c(Cl)cc1Cl	-2	15	-1	-6	-13	4	-1.5	0	0.0	-2
O=[N+]([O-])c1ccc2c(c1N1CCCCC1)=NC1(CCCCC1)[N+]=2[O-]	-3	-2	3	-3	0	9	-0.4	-10	1.9	-7
COc1ccc(-c2cc(C(=O)N(C)Cc3nc4ccccc4c(=O)[nH]3)c3ccccc3n2)cc1OC	0	1	-3	2	6	0	-0.6	13	-2.5	/
Cc1ccc(S(=O)(=O)Nc2ccccc2F)cc1C(=O)NCc1ccco1	3	3	6	2	-2	-5	1.2	17	-4.2	-3
CNC(=O)CCCCC(=O)N/N=C/c1ccc(Cl)cc1Cl	15*	6	-1	1	-1	-10	0.1	3	-0.7	-7
N#CCC(=O)N/N=C/c1c2ccccc2cc2ccccc12	0	-8	-1	-1	5	-10	1.3	9	-1.7	-3
CC1(C)NC(=O)N(CCCCOc2ccc(Cl)cc2)C1=O	0	16	2	-8	-11	-1	1.4	-1	0.2	-4
COc1ccccc1NC(=O)c1nnn(CC(=O)Nc2cccc(SC)c2)c1N	11	8	-2	5	-8	-29	0.5	-20	4.1	-3
O=C(CNc1cccc(C(F)(F)F)c1)Nc1cccc(S(=O)(=O)N2CCCC2)c1	19*	-1	-3	-2	1	-47	-2.2	-13	3.1	-2
O=C(CC(=O)Nc1cccnc1)Nc1cccnc1	-5	6	-2	0	5	19	-0.4	17	-3.9	-1
CCOC(=O)C1CCN(S(=O)(=O)c2ccc(OC)c(C(=O)N3CCCCC3)c2)CC1	-3	-4	-1	-1	1	7	1.2	8	-1.6	-3
COC(=O)CC1C(=O)NCCN1C(=S)NC(=O)c1ccccc1[N+](=O)[O-] (configuration not stated)	-1	-2	0	0	8	-17	1.1	25	-4.7	-6
CC12CCC(C(=O)Nc3cccc(Cl)c3Cl)([C@H](Br)C1=O)C2(C)C (some centres not stated)	1	1	0	-3	3	-1	-0.2	4	-0.7	0
CCC(C)Oc1cc(-c2ccnc(Nc3cccc(Cl)c3)n2)ccn1 (configuration not stated)	-6	-5	2	-1	-4	17	20	2	-0.3	-2
COc1cc(-c2nnc(SCC(=O)c3ccccc3)o2)cc(OC)c1OC	6	5	5	-1	-5	-3	1.3	-15	2.5	-1
COCCNC(=O)/C(C#N)=C/c1c(N2CCN(C)CC2)nc2c(C)cccn2c1=O	0	10	1	0	-21	0	1.6	7	-1.6	-1
COc1cc2cc(C[C@H](C)O)oc(=O)c2cc1OC	3	3	-4	-3	1	-9	1.6	6	-1.1	5
O=C(COC(=O)C1CCN(S(=O)(=O)c2ccc3c(c2)OCCO3)CC1)Nc1cc(C(F)(F)F)ccc1Cl	-1	-3	-2	1	5	-2	0.6	10	-2.1	-4
CCOC(=O)c1nn(-c2cccc(OC)c2)c(-c2ccccc2)c1C(=O)c1ccccc1	-11	3	0	-3	5	-1	-0.6	16	-2.9	2
Cc1ccc2nc(NC(=O)CN3C(=O)C4CC=CCC4C3=O)sc2c1 (configuration not stated)	4	-1	2	5	8	-10	-0.3	-4	0.8	3

Given bar-delimited: entries from further up
mol | HTR5A ag ctr | cardiac RTF act | V-ATPase pH | Keap1-Nrf2 PPI | RTF Ca sens inh | HTR5A inv ag | LANA DNA inh | OPRM1-OPRD1 inv | MOR-DOR ag | CAL-PDZ inh HTS
COc1ccc(CC(=O)Nc2ccc3c(c2)C(=O)N(CCC(=O)O)C3=O)cc1 | 15 | 4 | -1 | 1 | -5 | -41 | -2.5 | 10 | -1.9 | 0
C=Cn1cc[n+](CC(=O)c2cc(C(C)(C)C)c(O)c(C(C)(C)C)c2)c1 | 1 | -2 | -18 | -4 | -5 | -5 | 5.6 | 17 | -3.4 | -1
CCOC(=O)c1ccc(NC(=S)N(CCCN2CCN(CC)CC2)Cc2ccco2)cc1 | 5 | 0 | 0 | / | -1 | -13 | / | 5 | -1.0 | -3
CC(C)(C)c1c(Cl)c(O)c(-c2ccccc2)c(=O)n1-c1ccccc1 | / | / | 1 | -1 | / | / | -0.3 | / | / | 7
[N-]=[N+]=NC1c2ccccc2C(=O)N1Cc1ccccc1 (configuration not stated) | 3 | -2 | -4 | 2 | -5 | -11 | -2.7 | -29 | 6.3 | -5
COc1ccccc1CNC(=O)c1nnc(Cc2ccc(Cl)cc2)o1 | 0 | 4 | 2 | 2 | -12 | 0 | -2.0 | 7 | -1.2 | /
COCCNC(=O)CCCC(=O)NCCOC | 7 | -2 | 0 | -4 | -1 | -23 | 1.1 | 8 | -1.5 | -2
Cc1ccc(SCCSc2nc(N)cc(=O)[nH]2)cc1 | 5 | 1 | 0 | -2 | -1 | -43 | -4.2 | -2 | 0.4 | -2
Cn1nnnc1SCC(=O)Nc1ccccc1Cc1ccccc1 | 1 | -5 | 0 | 3 | -4 | 13 | -0.2 | 2 | -0.3 | 3

The listing continues:
SMILES	HTR5A ag ctr	cardiac RTF act	V-ATPase pH	Keap1-Nrf2 PPI	RTF Ca sens inh	HTR5A inv ag	LANA DNA inh	OPRM1-OPRD1 inv	MOR-DOR ag	CAL-PDZ inh HTS
C=CCn1c(SCC(=O)N(C)CC(=O)Nc2ccc(C)cc2)nnc1-c1ccncc1	5	3	8	5	3	-20	4.9	17	-3.3	-9
O=C(NCc1nnc(SCC(=O)N2CCCCC2)o1)c1ccc(F)cc1	-1	1	0	-6	-2	2	-1.2	17	-3.3	-2
CCCCCCOc1ccc(C(=O)O)cc1C#N	-3	7	-4	-3	2	10	-0.7	8	-1.5	-2
COCCN=c1scc(-c2cc(OC)ccc2OC)n1/N=C/c1c[nH]c2ccccc12	6	9	1	2	2	1	1.3	-1	0.2	0
C=CCn1c(COc2ccc(F)cc2)nnc1SCC(=O)NC1CC1	2	-3	-1	0	10	-6	0.6	-13	1.9	/
CCc1ccc(NC(=O)/C(C#N)=C/c2ccncc2)cc1	0	3	1	-5	-7	-23	-0.4	10	-1.9	0
CCO[C@@H]1OC(C(=O)N2CCN(Cc3ccccc3)CC2)=C[C@H](c2ccccc2)[C@H]1CCCO	-10	6	-2	-7	1	21	-0.1	6	-1.0	-3
Cc1cccc(NC(=O)c2cc(NC(=O)C3CCCCC3C(=O)O)ccc2N2CCCCC2)c1 (configuration not stated)	1	6	3	0	-5	11	-0.9	4	-0.8	-4
CC(C)CNC(=O)c1cccc(NC(=O)COc2ccc([N+](=O)[O-])cc2)c1	-1	1	0	3	-3	2	0.2	8	-1.7	0
CCN(C(=O)Cc1c(C(=O)O)[nH]c2ccccc12)c1cc(OC)ccc1OC	5	-1	2	0	-7	-14	-0.7	-1	0.1	-3
O=C(Nc1cccnc1)c1ccccc1-c1nc(-c2ccccc2F)no1	1	1	-8	-5	0	-22	0.1	13	-2.4	-1
COc1cc(/C=C/c2ccc(O)cc2)cc(OC)c1	-4	-1	-1	1	6	-47	-0.7	2	-0.3	3
COc1cccc(N2CCN(C(=S)Nc3cccc(C)c3)CC2)c1	5	-6	0	-2	0	-9	0.0	9	-2.0	/

Screening results as filed in PubChem BioAssay.
